Source: PubChem BioAssay (several laboratories)
E coli Lon inh: inhibitors of E. coli Lon protease, primary screen, biochemical, fluorescence polarization | purified E. coli Lon protease | 360,000 compounds, 0.42% hits | P0A9M0 | AID 602123, 2011 | inhibition, % at 7.94 µM; in the data active = inhibition above about 13%, passing the limit was not always enough;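 note: 0% = enzyme with probe and DMSO and 100% = no enzyme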
MsrA inh: bovine MsrA enzyme inhibitors, primary screen, biochemical, absorbance, HTS; purified bovine MsrA, absorbance read-out; inhibition, % at 15.5 µM; 360,000 compounds, 0.75% hits; in the data active = inhibition above about 4.5%;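 note: 0% = vehicle wells with enzyme and 100% = reference inhibitor wells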
MT1-MMP act inh: blockers of MT1-MMP proenzyme processing, primary screen, HT1080 RFP-PRO-GFP cells, GFP/RFP fluorescence | Matrix metalloproteinase-14 (Homo sapiens), P50281 | GFP/RFP ratio fluorescence, overnight; percent of plate control window, DMSO zero | GFP/RFP ratio change, % at 20 µM | 360,000 compounds, 0.061% hits | AID 651647, 2012;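 active = GFP/RFP ratio change of at least 30% with cell ATP level not reduced by more than half and red fluorescence within 50% of control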; note: strong numbers were not always called active
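Assay system – RFP-PRO-GFP reporter HT1080 cells · Compound dosing – single dose of 20 µM compound, 1% DMSO final · Incubation – overnight compound exposure at 37 °C · Measure – GFP/RFP fluorescence ratio · Benchmarks – DMSO wells and RFP-L50D-GFP cells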
Rpn11 inh: Rpn11 (PSMD14) deubiquitinase inhibitors, primary screen, biochemical, fluorescence polarization, uHTS. 26S proteasome non-ATPase regulatory subunit 14 (Homo sapiens), O00487. human 26S proteasome, Ub4-pepOG fluorescence polarization; 20S core pre-blocked with epoxomicin. calls only at 20 µM. 360,000 compounds, 0.59% hits;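 active = inhibition at 20 µM, scaled to each plate's controls, above about 33%, limit read from the data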
Rin1 Abl inh: inhibitors of Rin1-Abl protein binding, primary screen, biochemical, TR-FRET; Tyrosine-protein kinase ABL1 (Homo sapiens) + Ras and Rab interactor 1 (Homo sapiens), …; inhibition, % at 7.35 µM; 360,000 compounds, 0.4% hits; in the data active = inhibition above about 5%, passing the limit was not always enough
FAS TE block: FAS thioesterase domain inhibitors, primary screen, biochemical, fluorescence intensity, uHTS; 360,000 compounds, 0.67% hits; recombinant FAS-TE, OMFH fluorogenic substrate, fluorescence endpoint; inhibition, % at 15 µM; AID 602261, 2012;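 active = compounds whose normalised, plate-corrected inhibition of enzyme fluorescence in the single-dose primary screen is 50% or more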;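 note: 0% = DMSO with enzyme and 100% = substrate without enzyme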
CSN deneddyl inh: inhibitors of CSN-mediated cullin deneddylation, primary screen, biochemical, fluorescence polarization, uHTS; COP9 signalosome complex subunit 5 (Homo sapiens), Q92905; Purified CSN, SCF-Nedd8-OG deneddylation; inhibition, % at 12.5 µM; 360,000 compounds, 0.38% hits;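 active = pattern-corrected inhibition above about 35%, with an unprinted fluorescence ratio check between 0.5 and 1.5, limit read from the data, passing the limit was not always enough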;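 note: 0% = enzyme with substrate and 100% = substrate without enzyme; some results filed as inactive read as strong as hits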
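Test system: Human Csn5 produced in HEK293T cells | Compound: 12.5 µM single point | Times: 90 min, room temperature | Signal: Fluorescence polarization readout | Read-out basis: % inhibition of substrate cleavage by Csn5 | Controls: no-enzyme wells high, enzyme-with-substrate wells low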
MsrA act: bovine MsrA enzyme activators, primary screen, biochemical, absorbance, HTS. purified bovine MsrA, absorbance read-out. activation, % at 10.6 µM. 360,000 compounds, 0.3% hits. AID 602163, 2012; in the data active = activation above about 7.5%;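 note: 0% = vehicle and 100% = reference activator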
MLLE-PAM2 inh: inhibitors of PABP1 MLLE–PAM2 peptide binding, primary screen, biochemical, fluorescence polarization, FITC-PAM2, GST-MLLE; AID 588489, 2011; Polyadenylate-binding protein 1 (Homo sapiens), P11940; 360,000 compounds, 0.36% hits; inhibition, % at 20 µM; in the data active = inhibition above about 35%, passing the limit was not always enough;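 note: plate controls were DMSO wells with GST-MLLE for no effect and wells lacking GST-MLLE protein for full effect; some results filed as inactive read as strong as hits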
* marks the source's active call; other numbers are inactive results; i = inactive; nt = no result given.

SMILES	E coli Lon inh	MsrA inh	MT1-MMP act inh	Rpn11 inh	Rin1 Abl inh	FAS TE block	CSN deneddyl inh	MsrA act	MLLE-PAM2 inh
O=S(=O)(Nc1ccc2c(c1)OCO2)c1cccc(Br)c1	4	0.6	-3	i	-1	10	-2	-2	0
COc1ccc(NC(=O)N(CCCN2CCOCC2)Cc2cccnc2)c(OC)c1	9	-1.1	0	i	-3	0	1	-1	1
O=C(Cc1ccccc1)O/N=C1\CCCc2ccccc21	-4	1.7	-2	i	-1	-2	-8	-7	2
O=C(c1cccs1)N1CCN(C2CCN(Cc3ccccc3)CC2)CC1	-3	0.1	-3	i	0	-19	-2	-11	-8
Cc1noc(C)c1NC(=O)N(C)C[C@H]1Oc2ccc(NS(=O)(=O)c3cccs3)cc2C(=O)N([C@H](C)CO)C[C@@H]1C	6	-1.5	8	i	-3	-10	-4	-1	0
COc1ccc(NC(=S)N2CCN(Cc3ccccc3)CC2)cc1	-8	0.0	2	i	1	1	-4	-3	-110
CCOc1cccc(=O)c2c(C)n(CC(=O)c3ccccc3)c(C)c12	-13	-0.4	-10	i	-3	-6	-1	-1	-27
COC(=O)c1nn2c(C(F)(F)F)cc(-c3ccc(Br)o3)nc2c1Br	-4	0.8	-4	i	2	0	3	-3	9
COC(=O)[C@]12CCCCC=C1N(Cc1ccc(Cl)cc1Cl)C(=O)[C@H](CC(=O)N1CCCC1)C2	-4	-0.8	-10	nt	nt	8	-3	-2	nt
CCN(C(=O)COC(=O)CCOc1cc(C)ccc1C)c1c(N)n(Cc2ccccc2)c(=O)[nH]c1=O	-4	-0.1	-2	i	0	-7	-5	-2	-2

Copied from the list.
MLLE-PAM2 inh, COC(=O)c1nn2c(C(F)(F)F)cc(-c3ccc(Br)o3)nc2c1Br → 9
MsrA act, O=C(c1cccs1)N1CCN(C2CCN(Cc3ccccc3)CC2)CC1 → -11

Next records.
SMILES	E coli Lon inh	MsrA inh	MT1-MMP act inh	Rpn11 inh	Rin1 Abl inh	FAS TE block	CSN deneddyl inh	MsrA act	MLLE-PAM2 inh
Cn1nc(-c2ccc(NCCO)c([N+](=O)[O-])c2)c2ccccc2c1=O	-6	1.6	-2	i	-7	-3	0	-10	8
CCc1nc2ccc(C(=O)N3CCN(S(=O)(=O)CC)CC3)cn2c1N(C)C(=O)C1CCCCC1	-1	0.9	-1	i	5	-5	0	-2	2
CC1=C(C(=O)OCc2ccccc2)C(c2ccc(N(C)C)cc2)NC(=O)N1 (configuration not stated)	-5	1.2	-8	i	3	6	3	-1	-9
CCSc1c(-c2ccccc2)nc2c(C)cccc2c1C(=O)O	-7	0.6	-1	i	2	-7	-2	-10	10
COc1cc(OC)c2c3c(c(C4CCCCC4)nc2c1)CCC3	4	-0.2	7	i	0	12	-4	-6	2
OC1(c2cccc(C(F)(F)F)c2)CCN(c2ncnc3c2[nH]c2ccc(F)cc23)CC1	3	-0.2	-2	i	1	29	0	6	-7
CC1(C(=O)Nc2cnc3ccccc3c2)CCN1C(=O)c1ccccc1CCc1ccccc1 (configuration not stated)	-2	1.4	-3	i	-4	26	-2	-2	-7
COc1cc(-c2noc(C)c2C#Cc2ccsc2)cc(OC)c1OC	2	3.0	16	i	6	24	6	-3	1
CCCCn1c2nc3ccccc3nc2c2c(=O)n(-c3ccccc3)cnc21	0	0.3	1	i	7	8	3	-8	4
CCCCNC(=O)[C@H]1C[C@H]1[C@@H](O)[C@H](CO)NC(=O)[C@H](COCc1ccccc1)NC(=O)OC(C)(C)C	-2	0.8	-2	i	6	-4	2	-12	2
COc1cc(C(NC=O)C(=O)Nc2c(C)cccc2C)ccc1O (configuration not stated)	-5	0.1	2	i	-2	-3	7	-5	3
COc1ccc(NC(=O)CCC(=O)N2CCCC2)c([N+](=O)[O-])c1	7	-1.4	-4	i	-3	-7	1	-3	-6
Cc1nc(N)nc(N)c1-c1ccc(Cl)c(Cl)c1	-6	-1.8	-12	i	-2	-2	-1	-1	18
NC(=O)[C@@H]1CCCN1Cc1nc(Cc2ccccc2F)no1	4	-1.5	-15	i	-3	-5	6	-3	-5
O=S1(=O)CC(N2CCCC2)CN1Cc1cn(Cc2ccc(Cl)cc2)nn1 (configuration not stated)	3	2.2	3	nt	nt	-9	-2	-7	nt
Cc1ccc(S(=O)(=O)CCC(=O)Nc2nc(C(C)(C)C)cs2)cc1	4	1.7	2	i	2	2	-1	-4	2
CCN(CC)CCCNc1nc2ccccc2c2[nH]c3ccc(OC)cc3c12	-4	3.6	17	i	1	-6	5	0	-1
Cc1ccc(N2CC(C(=O)Nc3nnc(SCC(=O)NCC4CCCO4)s3)CC2=O)cc1 (configuration not stated)	-4	-1.0	0	i	-3	-3	3	-4	-28
CCCn1c(CCC(=O)Nc2ccccc2Cc2ccccc2)nc2cc(S(=O)(=O)N3CCOCC3)ccc21	-2	-1.6	6	i	8	5	2	-4	-13
Cc1cccc(NC(=O)COC(=O)CCc2c[nH]c3ccccc23)c1	-9	0.7	3	i	4	6	-7	-3	-7
C/C(=N\Nc1ncc(Cl)cc1Cl)c1ccc(S(=O)(=O)NCc2ccco2)cc1	11	1.8	-4	i	-1	47	-16	3	22
O=C(CSc1ccc2ccccc2n1)N1CCC(c2noc3ccc(F)cc23)CC1	7	0.3	4	i	-7	29	-3	4	-16
Cc1ccc(-c2csc(NC(=O)N3CCOCC3)n2)cc1	-3	0.1	-1	i	3	-2	-9	-5	-17
CN(C)c1ccc(NC(=O)CN2C(=O)c3ccccc3C2=O)cc1	2	-1.0	0	i	-3	-6	-2	-4	-1
Cn1c(N)c(C(=O)N2CCN(c3ccccc3)CC2)c(=O)n(C)c1=O	6	-0.3	-2	i	1	-6	-3	-2	-6
COc1ccc(N2CCN(c3nc4c(c(=O)n(C)c(=O)n4C)n3Cc3ccccc3)CC2)cc1	-1	0.3	-4	i	5.8*	18	-4	0	-11
CCOc1ccccc1C(=O)NN1C(=O)C2CCCCC2C1=O (configuration not stated)	3	-0.6	1	i	-3	-10	-5	0	-22
N#Cc1ccc(NC(=O)Nc2ccc(Oc3ccc(NC(=O)Nc4ccc(C#N)cc4)cc3)cc2)cc1	5	0.3	0	i	0	21	1	-3	-2
CCOC(=O)[C@]12CCC=C1N(CCC1=CCCCC1)C(=O)[C@H](CC(=O)N1CCCC1)C2	4	1.6	4	nt	nt	-8	-5	-7	nt
C[C@H](CO)N1C[C@H](C)[C@@H](CN(C)S(=O)(=O)c2ccc(F)cc2)Oc2c(NC(=O)CCC(F)(F)F)cccc2C1=O	0	-1.8	0	i	0	-10	-8	1	1
COc1ccc(NC(=S)N(CCc2c(C)[nH]c3ccccc23)Cc2ccco2)cc1	-10	-0.7	2	i	5	17	2	-2	-71
O=S(=O)(c1ccccc1)N1CCN=C1SCc1c(F)cccc1Cl	5	-1.3	0	i	-2	30	-1	-2	8
c1ccc(C2=Nn3c(nnc3-c3cccnc3)SC2)cc1	4	0.3	10	i	-8	-3	2	-3	-3
O=[N+]([O-])c1ccc(O)c(/C=N/Nc2ccccc2Cl)c1	-4	1.9	-1	i	0	1	-2	-2	-3
COc1cccc(NC(=S)N2CCN(S(=O)(=O)c3ccc(F)cc3)CC2)c1	5	-0.7	-4	i	-2	2	0	-3	-90
COCCCNC(=O)C(=O)NC1CCCCC1C (configuration not stated)	-7	-0.1	-2	i	-1	-6	-4	-2	-1
Cc1ccccc1NC(=O)CSCCN1C(=O)c2ccccc2C1=O	-7	0.2	3	i	1	2	1	-5	8
COc1ccc(N2CCN(Cc3cc(=O)oc4ccc(C)cc34)CC2)cc1	-10	0.2	-1	i	1	0	0	-3	-12
O=C1OC(c2ccc(F)cc2)CC1CN1CCOCC1 (configuration not stated)	3	0.7	1	i	-1	-1	2	-2	2
COc1ccc(C2=Nn3c(nnc3-c3ccccc3OC)SC2)cc1OC1CCCC1	3	nt	21	i	0	-26	3	-9	-52
CC1(C)Cc2c(C#N)c(N)n(-c3ccccc3)c(=S)c2CO1	-4	2.1	1	i	-5	5	5	0	-7
O=C(Cc1ccccc1F)Nc1cccc(S(=O)(=O)N2CCOCC2)c1	4	0.9	nt	i	3	0	-3	-13	3
O=C(c1ccccc1)c1nn(-c2ccc(Cl)cc2)c(=O)cc1C(F)(F)F	-4	0.1	-4	i	-1	23	-2	-6	2
O=C(O)c1ccccc1C(=O)N1N=C2/C(=C/c3cccc([N+](=O)[O-])c3)CCCC2C1c1cccc([N+](=O)[O-])c1 (configuration not stated)	-2	1.1	3	i	-1	33	-2	-4	7
COC(=O)CSc1nnc(CNc2ccc(Cl)cc2)n1Cc1ccccc1	-7	0.6	8	i	2	14	1	-4	-92
O=C(Nc1ccc(F)cc1)C1CCCN1S(=O)(=O)c1ccc(Br)cc1 (configuration not stated)	7	-1.2	3	i	2	5	0	-5	-6
N/C(=N\OC(=O)c1ccccc1Cl)c1cccc([N+](=O)[O-])c1	7	-2.1	5	i	-2	22	-3	-6	5
CCCN(CCC)C(=O)CSc1nc2ccccc2c(=O)n1C1CCCC1	1	-0.1	-2	i	0	27	-5	2	13
N#Cc1cn(Cc2ccncc2)c(=O)[nH]c1=O	-19	1.0	0	i	4	-6	3	-4	0
O=C(CSCc1ccc(F)cc1)Nc1ccc(N2CCOCC2)cc1N1CCOCC1	-2	0.0	5	i	-1	0	1	-1	3

Record cards (already shown).
`CCCN(CCC)C(=O)CSc1nc2ccccc2c(=O)n1C1CCCC1` as listed: E coli Lon inh = 1; MsrA inh = -0.1; MT1-MMP act inh = -2; Rpn11 inh = i; Rin1 Abl inh = 0; FAS TE block = 27; CSN deneddyl inh = -5; MsrA act = 2; MLLE-PAM2 inh = 13
`N/C(=N\OC(=O)c1ccccc1Cl)c1cccc([N+](=O)[O-])c1` as listed: E coli Lon inh = 7; MsrA inh = -2.1; MT1-MMP act inh = 5; Rpn11 inh = i; Rin1 Abl inh = -2; FAS TE block = 22; CSN deneddyl inh = -3; MsrA act = -6; MLLE-PAM2 inh = 5

The list continues:
SMILES	E coli Lon inh	MsrA inh	MT1-MMP act inh	Rpn11 inh	Rin1 Abl inh	FAS TE block	CSN deneddyl inh	MsrA act	MLLE-PAM2 inh
N#C/C(=C\c1c(N2CCCCCC2)nc2ccccn2c1=O)C(=O)NC1CCS(=O)(=O)C1 (configuration not stated)	2	0.7	1	i	-4	-12	-1	-9	11
COc1ccccc1NC(=O)CCc1c(C)[nH]c(=O)c(C#N)c1C	-1	2.3	0	i	3	-5	0	-8	6
CCCC(c1nnnn1CCc1ccccc1)N1CCC(C(N)=O)CC1 (configuration not stated)	-1	-0.2	3	i	0	-8	2	-6	-2
CCOCCOC(=O)c1[nH]c2c(c1C)C(=O)CC(c1ccc(N(C)C)cc1)C2 (configuration not stated)	4	-1.9	-1	i	-1	2	-2	-9	6
Cc1nccn1Cc1ccccc1	5	-0.7	3	i	0	2	3	0	-10
COc1ccccc1OCCNC(=O)CCS(=O)(=O)c1ccccc1	1	-0.2	-2	i	1	-2	2	-5	-14
